Compound activity from PubChem.
KB-3-1 cytotox: KB-3-1 parental cell cytotoxicity. KB-3-1 viability, CellTiter-Glo ATP luminescence, 72 h. Potency, µM (doses to about 46.1 µM), for the others: at the highest dose activity change, negative = cytotoxic, hits mostly cytotoxic. 1.4% of 400,000 active. AID 1347075; also: potency is read from the fitted curve at half-maximal effect; % is scaled to controls: 0 for no effect and ±100 for the full control effect; nearly all actives have a fitted effect of over 60% in size
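Screening of KB-3-1 cells (DMEM, 10% FBS, phenol-red free) ran from lowest to highest compound concentration; after 72 h at 37 °C viability was read luminescently and curves fitted.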
MCF10A rerep: induces DNA re-replication in MCF 10a normal breast cells; MCF 10A DNA re-replication, Hoechst nuclear intensity, 48 h; Potency, µM (highest dose often 46.1 µM), inactives show top-dose activity, positive = re-replication, most hits filed as activators; 2.9% of 350,000 active; also: potency is read from the fitted curve at half-maximal effect; % of control where 0% means no effect; nearly all actives have a fitted effect of over 50% in size
IL-1B inflam inh: blocks inflammasome-driven IL-1 beta release. 4.7% of 360,000 active. activity change, % at 57.5 µM. AID 743279. THP-1 LPS/ATP IL-1B secretion, AlphaLISA, 16 h; stronger effect = lower value; in the data active = activity change below about -50%; inconclusive = mostly about -30% to -49%; also: % is scaled to controls: 0 for no effect and ±100 for the full control effect
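THP-1 cells pretreated 1 hr with compounds (up to 57.5 uM final), then stimulated with LPS (250 ng/mL final) plus ATP (1.25 mM final); secreted IL-1B measured by AlphaLISA after 16 hr, decreased signal indicating inhibition.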
HT1080 IDH1KD tx: HT-1080 IDH1 knockdown cell toxicity (counter line). HT-1080 IDH1 knockdown viability, ATP luminescence, 48 h. Potency, µM (doses to about 46.1 µM), inactives show at the top dose activity, negative = toxicity, hits mostly cytotoxic. 2% of 360,000 active. AID 686971;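 also: potency is read from the fitted curve at half-maximal effect; 0% = DMSO wells and -100% = cell-free medium wells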
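Assay cells: HT-1080 with IDH1 knockdown, 750 per well, RPMI/5% FBS. Exposure: 48 h at 37 °C following 2 h pre-incubation. Read: CellTiter-Glo luminescence; fitted concentration-response, curve class assigned.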
SW480 rereplic: inducers of DNA re-replication in SW480 colon cancer cells; Potency, µM (series often up to 46.1 µM), for inactives: top-dose re-replication activation, actives largely listed as activators; SW480 DNA re-replication, Hoechst DNA content imaging, 48 h; AID 624297; 1.8% of 340,000 active; also: potency is read from the fitted curve at half-maximal effect; % of control where 0% means no effect; nearly all actives have a fitted effect of over 55% in size
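Image-based DNA-content assay: after two days of treatment, nuclei were labelled with the DNA dye Hoechst and imaged, and hits were compounds raising the count of nuclei showing high fluorescence intensity.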
KB-V1 MDR tox: kills drug-selected multidrug resistant KB-V1 cells. KB-V1 MDR cells viability, CellTiter-Glo, 72 h. Potency, µM (highest dose often 46.1 µM), inactives show at the highest dose activity change, negative = cytotoxicity, usual class: cytotoxic. 3.4% of 400,000 active; also: potency is read from the fitted curve at half-maximal effect; % is scaled to controls: 0 for no effect and ±100 for the full control effect; nearly all actives have a fitted effect of over 60% in size
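Luminescent ATP read-out (CellTiter-Glo, 10 min) measures survival of drug-selected KB-V1 MDR cells after 72 h, 37 degrees C compound exposure. Medium: phenol-red-free DMEM, 10% FBS. Values from fitted concentration-response curves.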
ATXN2 expr inh: inhibitors of ATXN2 expression; HEK-293 ATXN2-luciferase reporter, luminescence, 24 h; Potency, µM (series often up to 57 µM), inactives show at the highest dose activity change, negative = inhibition, usual class: inhibitors; 0.72% of 360,000 active; AID 1745845; also: potency is read from the fitted curve at half-maximal effect; % is scaled to controls: 0 for no effect and ±100 for the full control effect; nearly all actives have a fitted effect of over 55% in size
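ATXN2-luciferase reporter cells (luciferase flanked by upstream and downstream ATXN2 gene portions) were treated 24 h at 37 °C with compounds at up to 57 uM. SteadyGlo luminescence gave expression; GF-AFC fluorescence gave viability.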
ATXN viability: reduces viability in counter-screen for ATXN expression inhibitors; S2 cells (HEK-293 line with an ATXN2-luciferase reporter) viability, CellTiter-Fluor protease fluorescence, 24 h; Potency, µM (highest dose often 56.7 µM), most hits filed as cytotoxic; 0.49% of 400,000 active; AID 651635; also: potency is read from the fitted curve at half-maximal effect; nearly all actives have a fitted effect of over 40% in size
HT1080-NT tox: kills 2HG-producing HT-1080-NT fibrosarcoma cells | HT-1080-NT fibrosarcoma viability, CellTiter-Glo ATP luminescence, 48 h | 1.6% of 360,000 active | Potency, µM (series often up to 46.1 µM), for the others: top-dose activity, negative = less viability, most hits filed as cytotoxic;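 also: NT is the 2HG producing partner of a matched IDH1 knockdown line; potency is read from the fitted curve at half-maximal effect; 0% = DMSO-treated cells and -100% = media-only wells without cells; nearly all actives have a fitted effect of over 55% in size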
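Luminescent CellTiter-Glo readout after 48 hours of compound exposure at 37 degrees C defined viability of HT-1080-NT cells. Activity was normalized to DMSO wells and cell-free media wells; concentration-response curves were fitted and assigned curve classes.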
The depositor's hits bear a star; i = inactive; ? = inconclusive; · = no result given; & = joins results of further samples; [ ] = dose if it differs, or a comment. Unless noted, calls follow the shape of the dose curve; as a rule, active = well fitted curve in the direction sought with a large enough effect; inconclusive = small, poorly fitted or top-dose-only effect, or another doubt; inactive = no such curve, though single readings can be large; an effect the other way counts as inactive or inconclusive.

SMILES | KB-3-1 cytotox | MCF10A rerep | IL-1B inflam inh | HT1080 IDH1KD tx | SW480 rereplic | KB-V1 MDR tox | ATXN2 expr inh | ATXN viability | HT1080-NT tox
Cc1cccc(CN2[C@@H](CC(C)C)COCCS2(=O)=O)c1 | -7% | 6% | 15 | -5% | -1% | 0% | -3% | i | 22%
Cc1ccccc1-c1nc(CNC(=O)Nc2ccccc2)c(C)o1 | 10% | · | · | · | · | -4% | -21% | ? | ·
Cc1cccc2cc3c(N)c(C(=O)N4CCc5ccccc54)sc3nc12 | ? | ? | 0 | ? | ? | 9.2µM* | 1% | · | -29%
COc1ccc(C(=O)N2CC(=O)Nc3ccc(C)cc3C2c2ccccc2)c(OC)c1 (stereo unspecified) | 2% | · | · | · | · | 6% | 5% | i | ·
CCOC(=O)CCCCCN(Cc1ccccc1)S(=O)(=O)c1ccc([N+](=O)[O-])cc1 | -4% | 0% | 6 | -2% | -3% | 0% | -14% | i | 3%
CC(C)COC(=O)N(C)C[C@H]1OCc2cn(nn2)CCCC(=O)N([C@H](C)CO)C[C@@H]1C | 14% | · | 23 | 15% | · | 15% | 8% | i | 8%
CCc1nn2c(-c3ccco3)ccnc2c1-c1ccc(F)cc1 | 13% | · | · | · | · | ? | 16% | i | ·
COc1ccc(/C=C/C(=O)Nc2ccc(S(=O)(=O)Nc3onc(C)c3C)cc2)cc1OC | · | ? | 0 | 0% | -16% | · | -10% | i | 0%
COC(=O)c1c(NC(=O)COC(=O)CCNS(=O)(=O)c2ccc(NC(C)=O)cc2)sc(C)c1C | 13% | 1% | 8 | 0% | -1% | 0% | -8% | i | 13%
COC(=O)c1c(C)cccc1C1CN=NC12Cc1ccccc1C2=O (stereo unspecified) | -1% | -5% | -90* | -2% | -4% | 21µM* | -4% | ? | 0%
Oc1ccc(C=NN=Cc2ccco2)c(O)c1 | 1% | 0% | 7 | 0% | -5% | ? | 41%[activator] | i | -1%
COC(=O)c1sccc1S(=O)(=O)N1CCN(c2ccc(C(C)=O)cc2)CC1 | 1% | · | · | · | · | 4% | 15% | i | ·
COCCNC(=O)c1ccc(N2CC3CC(C2)c2cccc(=O)n2C3)c(NC(=O)c2cc(OC)cc(OC)c2)c1 (stereo unspecified) | ? | -1% | -21 | -8% | -31% | -60% | 8% | i | -8%
CCN(CC)Cc1cc(C(=O)O)c(C)o1 | -2% | -13% | 34 | 10% | 7% | 3% | -3% | i | 13%
CCN1C(=O)[C@H]2[C@@H](c3ccc(C)cc3)N3C(=O)N(c4ccc(C(F)(F)F)cc4)C(=O)[C@@]3(CC(C)C)[C@H]2C1=O | ? | 7% | 2 | -19% | 19% | -1% | 1% | i | 0%
OC(c1cccc(Cl)c1)c1nc(-c2ccc(F)c(Cl)c2)cs1 (stereo unspecified) | 0% | · | 7 | ? | · | 3% | 7% | i | ?
CC(=O)c1ccc(Nc2cc(C)nc3nc(C)nn23)cc1 | -1% | -3% | 29 | -2% | -6% | 2% | 3% | i | -17%
CCCOc1ccc(-c2c(C(=O)N/N=C(\C)c3ccco3)nnn2-c2nonc2N)cc1 | -2% | ? | -11 | 0% | -5% | -20% | · | i | -3%
CC(C)(O)C#Cc1ccc(C(=O)N2CCC(C(N)=O)(N3CCCCC3)CC2)cc1 | 4% | 5% | 18 | 1% | -2% | 20% | 4% | i | -4%
C=CCNC(=S)NN=C1CCCCCCC1 | -2% | 7% | 13 | 8% | -8% | 11% | -19% | i | -4%
N#Cc1c(-c2ccc(C(F)(F)F)cc2)cc(-c2ccccc2)[nH]c1=S | 9% | 14% | 37 | 20% | -3% | 0% | 12% | i | 12%
Cc1cc(C(=O)NCc2cccs2)ccc1[N+](=O)[O-] | 24% | -68%[inhibitor] | 20 | -12% | -27% | ? | 23% | i | 0%
CCCS(=O)(=O)NC(=O)C1(C)CCN(C(=O)c2cc(OC)c(OC)c(OC)c2)C1 (stereo unspecified) | 0% | · | -14 | 13% | · | 4% | 8% | i | 1%
O=C(CSc1ccccn1)Nc1ccc2c(c1)OCO2 | 9% | ? | · | -28% | ? | 9% | 40%[activator] | i | -16%
O=C(CC1C(=O)NCCN1Cc1ccc(-c2ccccc2)cc1)NCC1CCOCC1 (stereo unspecified) | 20% | 6% | -9 | -2% | -11% | 0% | -8% | i | -11%
CCN(CC)c1ccc(N=C2C=CC(=O)C=C2NC(C)=O)cc1 | ? | 16% | -72* | -18% | ? | 0% | 26% | i | -8%
Cc1cc(F)ccc1NC(=S)NC1CCCC1 | -24% | 0% | 10 | 6% | 2% | 3% | 7% | i | 0%
COc1ccc(CNC(=S)Nc2ccccc2C)cc1 | -2% | 2% | 0 | 28% | 4% | -12% | 4% | i | 25%
CCOC(=O)c1cnn(CCOC(=O)c2ccccc2F)c1NC(=O)c1ccccc1F | 14% | 11% | 9 | 13% | -4% | ? | -6% | i | 10%
CCOc1ncccc1C(=O)Nc1ccc(F)cc1 | -26% | -1% | -7 | 3% | 2% | ? | ? | i | -2%
C(=N\Nc1nc2ccccc2[nH]1)/c1cccc2cccnc12 | ? | 26% | 217 | ? | 27% | ? | · | ? | ?
CCOC(=O)c1ccc(NCC(O)COc2ccccc2)cc1 (stereo unspecified) | -11% | ? | -18 | -9% | -3% | -12% | 3% | i | -11%
COC1OC2COC(c3ccccc3)OC2C2OC(c3ccccc3)OC12 (stereo unspecified) | -1% | · | 32 | 5% | · | -6% | · | i | 1%
O=C(Oc1oc(-c2ccco2)nc1C=Nc1ccc(Cl)cc1)c1ccco1 | -5% | 2% | -3 | -3% | -1% | 0% | 49%[activator] | i | -7%
CN1C(=S)N(c2ccccc2)C(=O)/C1=C/c1ccco1 | 0% | ? | 2 | -3% | -4% | 0% | -5% | i | -2%
Cc1ccc(-c2cc(C(F)(F)F)nn2-c2ccc(S(N)(=O)=O)cc2)cc1 | 0% | ? | -3 | ? | -79%&0%[inhibitor] | -15% | ? | i | ?
CC(NC(=O)COC(=O)CNC(=O)c1ccccc1Cl)C1CC2CCC1C2 (stereo unspecified) | 0% | 9% | -9 | -8% | 1% | -6% | 16% | i | -3%
CCN1C(=O)c2ccccc2Sc2ccc(NC(=O)c3ccc(C#N)cc3)cc21 | 2% | · | · | · | · | 0% | 5% | i | ·
C/C(=N/NC(=O)CNC(=O)c1ccccn1)c1cccc([N+](=O)[O-])c1 | 10% | -3% | 21 | 0% | 3% | ? | -16%[11.3 µM] | i | 5%
CC1CCCC(NC(=O)Cn2cc(C(F)(F)F)cc(Cl)c2=O)C1C (stereo unspecified) | 2% | -1% | -11 | 14% | -9% | 3% | · | i | 2%
N#C/C(=C\c1cn(-c2ccccc2)nc1-c1cc2ccccc2o1)c1nc2ccccc2[nH]1 | -7% | ? | 6 | 17% | 2.9µM* | ? | 30%[activator] | i | 19%
CCOc1ccccc1N1CCN(C(=O)C2c3ccccc3Oc3ccccc32)CC1 | 13µM* | 6.5µM* | -9 | 18µM* | 16µM* | 15µM* | -22% | i | ?
C[C@@H]1CC[C@@]23COC(=O)C2=CCC[C@@H]3[C@@]1(C)CC/C(=C/CO)CO | 0% | -9% | -5 | -10% | -11% | -7% | -13% | i | -8%
COC(=O)c1cc(S(=O)(=O)Nc2ccsc2C(=O)OC)oc1C | -2% | 28% | 12 | 1% | 1% | 20% | -11% | i | 0%
O=C(NCc1cccs1)C1CCN(S(=O)(=O)c2ccc(Cl)cc2)CC1 | 14% | 13% | -11 | 0% | 0% | ? | -17% | i | 6%
O=C(C[n+]1cccc(C(=O)N/N=C/c2cccc([N+](=O)[O-])c2)c1)c1ccccc1 | -1% | 0% | 2 | 10% | -5% | 10% | 12% | i | 4%
CC(C)c1ccc(NC2CCCN(C(=O)CCc3cn[nH]c3)C2)cc1 (stereo unspecified) | 9% | 6% | i | 23% | -25% | ? | -3% | i | 9%
COc1ccc(CNC(=O)C2(C)Cc3c(-c4cccc(C(N)=O)c4)ccnc3O2)cc1OC (stereo unspecified) | -14% | · | 5 | -13% | · | -14% | 12% | i | -10%
COc1ccc(CC(=O)Nc2nc3ccc(F)cc3s2)cc1S(=O)(=O)N1CCOCC1 | -18% | 29% | -59* | ? | -7%[9.22 µM] | 0% | -2% | i | -18%
CN=C(Nc1cccc(OC)c1)SC1CC(=O)N(c2ccc(C(=O)O)cc2)C1=O (stereo unspecified) | 2% | 2% | 10 | 13% | -4% | -6% | 10% | i | 8%
The list continues:
SMILES | KB-3-1 cytotox | MCF10A rerep | IL-1B inflam inh | HT1080 IDH1KD tx | SW480 rereplic | KB-V1 MDR tox | ATXN2 expr inh | ATXN viability | HT1080-NT tox
COc1ccccc1C(=O)C1CCCN(C(=O)CN2CCCCC2=O)C1 (stereo unspecified) | 0% | -3% | 40 | 13% | -7% | -5% | · | i | 17%
COc1ccccc1NC(=S)N(Cc1ccco1)Cc1cc2cc(C)cc(C)c2[nH]c1=O | 6.5µM* | 13µM* | 20 | ? | 21µM* | 2.9µM* | -29% | i | ?
Cc1cc(C)cc(OCC(=O)Nc2ccc(F)cc2)c1 | 18% | ? | -52* | 14% | 14% | 9% | 13% | i | 13%
COc1cccc(/C=C/C(=O)OCC(=O)NCC2CCCCC2)c1OC | 24% | 0% | 9 | 15% | -21% | 0% | -6% | i | -6%[9.24 µM]

Look-ups from the list:
Reading of CCc1nn2c(-c3ccco3)ccnc2c1-c1ccc(F)cc1 under KB-3-1 cytotox: 13%
Reading of C=CCNC(=S)NN=C1CCCCCCC1 under ATXN2 expr inh: -19%
Reading of CCCS(=O)(=O)NC(=O)C1(C)CCN(C(=O)c2cc(OC)c(OC)c(OC)c2)C1 (stereo unspecified) under ATXN2 expr inh: 8%
